# TNAP activation fold: human TNAP enzyme activators, primary screen, biochemical, luminescent, no phosphate acceptor, uHTS (AID 1001); Alkaline phosphatase, tissue-nonspecific isozyme (Homo sapiens); purified TNAP, luminescent activation assay, no phosphate acceptor; higher activation fold means a stronger effect; one-dose activation fold at 20 µM; EC50 in µM for titrated hits; actives 0.03% (n = 200,000); in the data active = activation fold from about 3, or a potency from the dose series; inactive = the rest, 99 in 100 with activation fold below about 1.6; also: many of its hits are not listed in these tables
# T cell modulator: modulators of CD8 T cell-vesicle binding, primary screen, mouse 2C CD8+ T cells, flow cytometry; 2C CD8+ T cell-vesicle binding; stronger effect = lower value; calls only at 7 µM; actives 0.068% (n = 330,000); AID 2052, 2009;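 active = response, share of CD8 T cells binding vesicles, and their 90th percentile fluorescence all below set limits, cut at about 80% in these data, passing the limit was not always enough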
#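 Benchmarks: naked versus QL9-loaded vesicles / Assay system: purified 2C TCR transgenic mouse naive CD8+ T cells / Technique: high-throughput flow cytometry with anti-B7-1 and anti-CD8 staining / Timing: Cell–vesicle co-incubation 1.5 h at 37 °C, staining 20 min on ice / Read-out: percent CD8+ FL2 mean versus row control / Probe or stimulus: QL9-loaded Drosophila micro-vesicles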
# NTR1 agonist: agonists of NTR1, primary screen, imaging, U2OS cells, beta-arrestin-GFP, high content (AID 493036); actives 0.17% (n = 330,000); NTR1-U2OS beta-arrestin-GFP spot imaging, agonist mode; Neurotensin receptor type 1 (Homo sapiens), P30989; activation, % at 20 µM;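 active = activation at or above 40% of the spot to cytoplasm intensity ratio, with at least 20 cells analyzed; inconclusive = wells under 20 cells, flagged as cytotoxic or low count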;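 also: 0% = DMSO without peptide and 100% = 100 nM NTR1 peptide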
# Target sequence (P30989 whole entry, looked up): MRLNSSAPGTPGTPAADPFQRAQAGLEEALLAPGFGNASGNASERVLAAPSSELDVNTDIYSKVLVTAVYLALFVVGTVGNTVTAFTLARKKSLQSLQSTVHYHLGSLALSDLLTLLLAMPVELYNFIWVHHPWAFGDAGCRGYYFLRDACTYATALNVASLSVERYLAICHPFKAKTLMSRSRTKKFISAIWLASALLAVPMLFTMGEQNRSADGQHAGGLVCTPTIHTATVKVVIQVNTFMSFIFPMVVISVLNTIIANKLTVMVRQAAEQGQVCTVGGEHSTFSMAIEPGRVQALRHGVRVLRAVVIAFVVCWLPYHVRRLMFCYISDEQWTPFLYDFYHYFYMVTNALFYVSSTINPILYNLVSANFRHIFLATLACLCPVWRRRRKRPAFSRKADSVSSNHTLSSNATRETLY
# Myeloid diff 2: induction of myeloid progenitor differentiation, primary screen, cell-based, flow cytometry, MLPCN library; ER-HoxA9 myeloid progenitors, lysozyme-GFP differentiation; calls only at 10 µM; actives 1% (n = 360,000);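 active = normalized GFP-positive differentiation at or above the plate's own cutoff, the solvent-only control mean plus 3 SD; inconclusive = no clear call, values can overlap the other calls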;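 also: cells exposed to compound for four days before flow analysis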
# RSV antiviral HEp-2: RSV antiviral activity via CPE protection, HEp-2 cells, primary 10 µM value included (AID 2391) | HEp-2 cells, RSV-induced CPE inhibition; higher % means a stronger effect | CPE inhibition, % at 10 µM; hits with a dose series show IC50 in µM | actives 0.13% (n = 310,000); in the data active = a potency from the dose series; inconclusive = CPE inhibition mostly from about 23% at the one dose, without a potency; inactive = the rest, 99 in 100 with CPE inhibition below about 21%; also: strong numbers were not always called active
# MgcRacGAP inhibition: MgcRacGAP GTPase-activating activity inhibitors, confirmation, biochemical, ADP Hunter fluorescence. Rac GTPase-activating protein 1 (Homo sapiens). MgcRacGAP-stimulated Rac1 GTP hydrolysis, ADP Hunter fluorescence; higher % means a stronger effect; GST-tagged Rac1 F28L mutant substrate. one-dose inhibition, % at 30 µM; IC50 in µM for titrated hits. actives 0.6% (n = 340,000). AID 624330, 2012;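 active = first-screen hits whose inhibition reached a set limit at any dose in the follow-up dose series; inconclusive = inhibition above the set first-screen limit but never retested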;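 also: fluorescence reports GDP produced by GAP-driven GTP hydrolysis; strong numbers were not always called active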
# Salmonella PhoP GFP: inhibitors of PhoP regulon expression, primary screen, Salmonella Typhimurium, GFP reporter (AID 1863); S. Typhimurium PhoP-regulated promoter GFP reporter, 4 h; higher % means a stronger effect; inhibition, % at 50 µM; hits with a dose series show IC50 in µM; actives 0.16% (n = 300,000);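 active = inhibition over 29.93%, a cutoff 3 SD above the screen mean, later confirmed by dose response; inconclusive = inhibition over 29.93% but no dose response follow-up; inactive = inhibition at most 29.93% or unconfirmed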;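 also: 0% = low Mg2+ inducing control and 100% = high Mg2+ repressing control; strong numbers were not always called active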
# UTI89 phage lysis: inhibition of K1F phage lysis, E. coli UTI89, bacterial capsule biogenesis inhibitors, alamar blue (AID 488966). E. coli UTI89 K1F phage lysis, alamar blue, 2 h; higher % means a stronger effect. one-dose inhibition, % at 100 µM; IC50 in µM for titrated hits. actives 0.02% (n = 340,000);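 active = phage lysis inhibition, versus mean bacterial control, above a set limit; inconclusive = no clear call, values can overlap the other calls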;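 also: capsule biogenesis inhibitors block K1F phage lysis so surviving cells raise fluorescence; higher fluorescence means more inhibition of phage lysis; actives were called in the ten point dose series up to 300 µM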
# Large T inhibition: SV40 large T antigen inhibitors, biochemical (AID 1903); inhibition, % at 20 µM, or IC50 in µM where a hit was titrated; actives 0.39% (n = 310,000); SV40 large T antigen ATPase/helicase inhibition assay; higher % means a stronger effect; in the data active = a potency from the dose series; inconclusive = inhibition mostly from about 32% at the one dose, without a potency; inactive = the rest, 99 in 100 with inhibition below about 32%; also: strong numbers were not always called active
# T cell modulator vesicle-bound %: further read-out of T cell modulator, marked with its call; double positive events, %; measured here: CD8+ vesicle-bound cell fraction;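 binding gate set so that unloaded-vesicle control wells show 10% double positive cells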
# NTR1 agonist cell count 20 µM: also measured in NTR1 agonist; calls as there; cell count; measured here: cell count, cytotoxicity flag
# Myeloid diff 2 GFP+ MAC1+ %: second read-out of Myeloid diff 2, no call of its own (marks repeat the call); GFP+ MAC1+ double positive, %; measured here: differentiation confirmed by MAC1 staining
# The depositor's hits bear a star; i = inactive; ? = inconclusive; . = not tested or not shown; [ ] = another dose, or the depositor's remark.
1. CS(=O)(=O)N(CC(=O)NCc1ccccc1Cl)c1cccc([N+](=O)[O-])c1
2. CC(=NCCc1ccccc1)C1=C(O)CSC1=O
3. COc1cccc(OC)c1C(=O)N1CCN(c2c(Cc3ccccc3)c(C)nc3ncnn23)CC1
4. O=C(CSc1ncnc2c1nnn2Cc1ccccc1F)N1CCN(c2ccccc2)CC1
5. O=C(CCN1C(=O)c2cccc3cccc(c23)C1=O)N1CCOCC1
6. CCS(=O)(=O)c1nc(S(=O)(=O)c2ccc(C)cc2)c(N2CCC(C)CC2)s1
7. CCOC(=O)N1CCC(NC(=O)c2ccc3nc(N4CCOCC4)sc3c2)CC1
8. CC1C(=O)Nc2ccc(S(=O)(=O)N3CCCCCC3)cc21 (centres undefined)
entry no.,1,2,3,4,5,6,7,8
TNAP activation fold,1.1,1.2,1.1,1,1,.,1.1,.
T cell modulator,i,i,i,.,i,i,.,i
T cell modulator vesicle-bound %,7,60,50,.,45,4,.,34
NTR1 agonist,-0.4,-0.9,4.7,.,0.8,2.6,.,0.5
NTR1 agonist cell count 20 µM,45,39,88,.,65,59,.,53
Myeloid diff 2,i,i,i,i,i,i,i,i
Myeloid diff 2 GFP+ MAC1+ %,0.2,2.6,0.7,0.9,0.2,1.6,1.7,2.2
RSV antiviral HEp-2,8.9%,2.4%,4.6%,.,-0.9%,12%,.,0.2%
MgcRacGAP inhibition,9%,-3%,4%,13%,11%,12%,-5%,17%
Salmonella PhoP GFP,1%,10%,-4%,-10%,1%,5%,2%,.
UTI89 phage lysis,0.3%,0.3%,2.6%,3.4%,-0.1%,0.3%,-0.5%,0.0%[50 µM]
Large T inhibition,2%,15%,0%,17%,21%,-4%,2%,.

# Among those listed so far, these have a halogen:
1. CS(=O)(=O)N(CC(=O)NCc1ccccc1Cl)c1cccc([N+](=O)[O-])c1
4. O=C(CSc1ncnc2c1nnn2Cc1ccccc1F)N1CCN(c2ccccc2)CC1
entry no.,1,4
TNAP activation fold,1.1,1
T cell modulator,i,.
T cell modulator vesicle-bound %,7,.
NTR1 agonist,-0.4,.
NTR1 agonist cell count 20 µM,45,.
Myeloid diff 2,i,i
Myeloid diff 2 GFP+ MAC1+ %,0.2,0.9
RSV antiviral HEp-2,8.9%,.
MgcRacGAP inhibition,9%,13%
Salmonella PhoP GFP,1%,-10%
UTI89 phage lysis,0.3%,3.4%
Large T inhibition,2%,17%

# Next section.
9. COc1ccc(-c2cc3ccccc3n2CC(O)CNCCO)cc1 (centres undefined)
10. COc1ccc(-c2cc(C(=O)O)c3c(C)nn(-c4ccccn4)c3n2)cc1
11. CCOC(=O)Cn1c(=NC(=O)C(C)(C)C)sc2cc([N+](=O)[O-])ccc21
12. Cc1ccc(OCC(=O)N2CCN(C(=O)c3cccs3)CC2)cc1
13. CN1CCN(S(=O)(=O)c2cc([N+](=O)[O-])ccc2Cl)CC1
14. CCCc1cc(C(=O)N2CCCC(N3CCN(c4ccc(F)cc4)CC3)C2)no1 (centres undefined)
15. CC1CCCCC1NC(=O)CSc1nncs1 (centres undefined)
16. Cn1c(SCC(=O)Nc2ccc3c(c2)OCCO3)nnc1-c1ccco1
entry no.,9,10,11,12,13,14,15,16
TNAP activation fold,1.1,0.9,1.1,1.1,1.1,.,1.1,1.1
T cell modulator,i,i,i,i,i,i,i,i
T cell modulator vesicle-bound %,26,60,40,41,22,17,46,57
NTR1 agonist,1.1,2.2,0.7,-0.2,0.3,0.8,-1.4,0.6
NTR1 agonist cell count 20 µM,47,63,43,60,33,69,97,39
Myeloid diff 2,i,.,i,i,i,i,i,i
Myeloid diff 2 GFP+ MAC1+ %,1.0,.,0.1,3.4,0.2,3.0,0.6,0.4
RSV antiviral HEp-2,-2.6%,1.0%,2.3%,1.4%,-1.0%,0.6%,1.7%,0.1%
MgcRacGAP inhibition,?,.,3%,7%,5%,8%,4%,4%
Salmonella PhoP GFP,9%,-2%,0%,8%,0%,-3%,1%,-2%
UTI89 phage lysis,0.6%,.,2.1%,1.9%,-0.3%,0.4%,0.6%,2.9%
Large T inhibition,1%,10%,7%,10%,-3%,4%,21%,10%

17. FC(F)(F)c1cccc(NC(=S)NCCN2CCOCC2)c1
18. CCOc1ccc(Oc2c(/C=N/NC(=O)C3CC3)c(C)nn2-c2ccccc2)cc1
19. CC(C)(C)OC(=O)N/N=C/c1cc(N=Nc2ccccc2)ccc1O
20. Cc1cccc(C(C)C)c1NC(=O)c1cccnc1
21. Oc1cccc2c(-c3nn[nH]n3)ccnc12
22. COc1ccc(-c2cn3cccnc3n2)cc1NC(=O)c1cc(OC)c(OC)c(OC)c1
23. O=C(CSc1nnc(-c2cccs2)o1)N1CCOCC1
24. O=C(NCc1nc(-c2ccccc2)no1)c1ccc2c(c1)OCO2
entry no.,17,18,19,20,21,22,23,24
TNAP activation fold,1.1,1.2,1.2,1.2,.,1.1,1.1,1.1
T cell modulator,i,i,i,i,i,i,.,i
T cell modulator vesicle-bound %,42,47,47,26,18,14,.,21
NTR1 agonist,-0.5,3.8,14,-2.6,0.0,1.8,.,3.0
NTR1 agonist cell count 20 µM,48,33,44,76,64,43,.,44
Myeloid diff 2,i,i,i,i,i,i,i,i
Myeloid diff 2 GFP+ MAC1+ %,0.3,0.1,0.5,1.1,0.5,0.2,6.8,8.2
RSV antiviral HEp-2,1.8%,1.4%,16%,0.6%,-0.1%,1.0%,.,0.0%
MgcRacGAP inhibition,15%,6%,8%,4%,14%,12%,18%,3%
Salmonella PhoP GFP,32%,3%,2%,-2%,.,-6%,12%,-4%
UTI89 phage lysis,4.7%,-0.3%,0.7%[50 µM],-0.8%,0.8%,0.0%,0.2%,1.4%
Large T inhibition,13%,-12%,20%,0%,.,4%,15%,13%

25. CN(C)c1cc[n+](CC(=O)Nc2ccc(Cl)c([N+](=O)[O-])c2)cc1
26. CC(C)c1nnc(SCC(=O)NCc2ccc3c(c2)OCO3)n1C
27. COc1ccc(NCC(=O)Nc2ccccc2C#N)cc1Cl
28. CCCc1c(O)c2ccccc2n(-c2ccccc2)c1=O
29. CCCNC(=O)C(Cc1ccc(I)cc1)NC(=O)c1ccc2ccccc2n1 (centres undefined)
30. COc1ccc2c(C)c(C(=O)N3CCN(Cc4ccccc4)CC3)oc2c1
31. Cc1cc(N2CCOCC2)c(F)cc1C(=O)c1ccccc1
32. O=c1cc(CN2CCN(Cc3ccccc3)CC2)c2cc(O)ccc2o1
entry no.,25,26,27,28,29,30,31,32
TNAP activation fold,.,1.1,1.1,1.1,.,.,1.1,.
T cell modulator,i,i,i,i,i,i,i,i
T cell modulator vesicle-bound %,52,44,39,40,21,55,26,31
NTR1 agonist,0.5,1.8,-2.1,0.2,2.7,2.6,-2.0,0.7
NTR1 agonist cell count 20 µM,55,73,59,37,54,63,94,94
Myeloid diff 2,i,i,i,i,i,i,i,i
Myeloid diff 2 GFP+ MAC1+ %,0.5,1.1,2.4,0.7,3.4,0.5,0.8,0.7
RSV antiviral HEp-2,1.5%,1.2%,11%,2.1%,3.4%,3.6%,7.5%,2.9%
MgcRacGAP inhibition,10%,7%,0%,7%,-2%,7%,4%,8%
Salmonella PhoP GFP,1%,6%,26%,-1%,.,2%,3%,4%
UTI89 phage lysis,0.3%,0.1%,0.0%,0.5%,-0.7%,0.5%,3.6%,0.1%
Large T inhibition,5%,8%,-12%,-1%,.,6%,18%,12%

33. Cc1ccccc1N(CC(=O)NCC1CCCO1)C(=O)CCC(=O)Nc1nccs1 (centres undefined)
34. COC(=O)c1sccc1NC(=O)CC1C(=O)NCCN1C(=O)Nc1cc(Cl)ccc1OC (centres undefined)
35. O=C(O)c1cc(S(=O)(=O)N(Cc2ccccc2)c2ccccc2)ccc1Cl
36. COc1ccccc1NC(=O)CSc1nnc(CNC(=O)COc2ccc(Cl)cc2)o1
37. CCC(C)(C)NC(=O)CN(C(=O)c1snc(C(N)=O)c1N)c1ccc(OC)c(OC)c1
38. CC1=NN(C(N)=S)C(=O)C1N=Nc1c(C)n(C)n(-c2ccccc2)c1=O (centres undefined)
39. COc1ccc(S(=O)(=O)N2CCc3ccccc32)cc1C(=O)N(CC(C)C)C1CCS(=O)(=O)C1 (centres undefined)
40. CCC(C(=O)NCCN1CCOCC1)n1c2ccccc2c2nc(=O)cc(C)n21 (centres undefined)
41. COc1cc(/C=C2\SC(=S)N(CCC(=O)Nc3ccccc3O)C2=O)cc(OC)c1OC
42. CCNC(=O)COC(=O)COc1ccc(Cl)cc1C
43. COc1ccc(CN2CCNC(=O)C2CC(=O)N(C)Cc2ccon2)cc1OC (centres undefined)
entry no.,33,34,35,36,37,38,39,40,41,42,43
TNAP activation fold,.,.,.,1.1,1.1,.,.,.,.,1.2,1.1
T cell modulator,i,i,i,i,i,i,i,i,i,i,i
T cell modulator vesicle-bound %,9,29,25,17,44,17,27,25,61,22,48
NTR1 agonist,-1.2,1.2,0.7,18,-0.8,-0.4,-0.2,-1.2,3.8,-1.5,-0.9
NTR1 agonist cell count 20 µM,42,44,89,96,41,44,64,59,57,34,85
Myeloid diff 2,i,i,i,i,i,i,i,i,i,i,i
Myeloid diff 2 GFP+ MAC1+ %,3.8,0.0,0.6,0.8,0.9,0.4,0.8,0.0,0.1,0.9,0.7
RSV antiviral HEp-2,1.4%,3.4%,1.5%,2.9%,-0.2%,2.6%,-1.6%,.,8.0%,-0.8%,1.3%
MgcRacGAP inhibition,3%,.,1%,5%,12%,16%,0%,11%,4%,14%,9%
Salmonella PhoP GFP,1%,2%,-11%,-9%,-13%,.,4%,12%,-3%,-5%,-2%
UTI89 phage lysis,0.3%,.,-0.1%,-0.4%,-0.4%,4.2%,0.0%[50 µM],0.1%,0.9%,0.4%,0.1%
Large T inhibition,5%,7%,17%,-2%,1%,?,-3%,2%,-2%,12%,11%

# High-throughput results (PubChem BioAssay)

# No enrichment for hits; any-hit rate near 2.3%.
